Yfh1-off respiration: enhancers of respiration in Yfh1-depleted yeast, dose response, Friedreich's ataxia, plus single-dose screen (AID 1465); actives 0.074% (n = 220,000); fold induction at 50 µM, or EC50 in µM where a hit was titrated; S. cerevisiae Yfh1-off respiration, WST-1 reduction, 72 h; higher fold induction means a stronger effect;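 active = fold induction of absorbance versus untreated yeast above a set limit, then at least 30% activation at any dose in follow-up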;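 note: activators that raise dye reduction in frataxin-depleted yeast; strong numbers were not always called active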
NOD1 NF-kB reporter: inhibition of NOD1-driven NF-kB reporter – cell-based, luminescence, uHTS, primary screen (AID 1578); NOD1-driven NF-kB luciferase reporter cells, luminescence; higher % means a stronger effect; inhibition, % at 4 µM; hits with a dose series show EC50 in µM; actives 1% (n = 290,000); in the data active = inhibition mostly above about 36%, no sharp cut-off; inactive = mostly below about 34%;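 note: HEK-293T reporter cells stimulated with the NOD1 agonist gamma-tri-DAP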
M17LAP inhibition: P. falciparum M17LAP inhibitors, primary screen, biochemical, fluorogenic H-Leu-NHMec substrate, 1536-well (AID 1619). inhibition, % at 30 µM; hits with a dose series show IC50 in µM. actives 0.38% (n = 220,000). recombinant M17LAP, H-Leu-NHMec fluorogenic kinetic assay; higher % means a stronger effect;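 active = compound inhibiting the enzyme by more than half at any dose during confirmatory dose-response retesting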;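 note: plate controls were full reaction with DMSO carrier for no effect and no enzyme background for full effect; strong numbers were not always called active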
MT stabilizer: microtubule stabilizers in HeLa cells; HeLa tubulin immunostaining HCS, 24 h; share of cells brighter than vehicle mean+2SD; % tubulin-high responders, % at 10 µM; actives 0.83% (n = 200,000); AID 2205;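 active = plate Z-score above 3 for both tubulin-high and condensed-nucleus cell shares, with cell loss under 80%, at 10 µM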;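 note: anti alpha tubulin signal scored within the nucleus-defined area of each cell; some results filed as inactive read as strong as hits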
Autophagy mod: alters autophagy in cells; MEF GFP-LC3 puncta imaging; test concentration mostly 10 µM; calls only at 10 µM (by protocol); actives 0.98% (n = 190,000); AID 463193;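 active = percentage of spot-positive cells more than 3 SD above its plate mean, without a fluorescence outlier flag or 80% toxicity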;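 note: spot-positive cell cutoff set from DMSO-treated cells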
NOD2 inhibition: inhibition of NOD2-driven NF-kB reporter – cell-based, luminescence, uHTS, HEK293 (AID 1566); HEK293 NOD2/NF-kB luciferase reporter, luminescence; higher % means a stronger effect; actives 0.63% (n = 290,000); one-dose inhibition, % at 4 µM; EC50 in µM for titrated hits; in the data active = inhibition above about 50%; note: many of its hits are not listed in these tables
b-catenin transl: modulators of beta-catenin nuclear translocation | HeLa beta-catenin nuclear translocation, immunofluorescence imaging | nuclear translocation activity, % at 5 µM | actives 0.3% (n = 190,000) | AID 1665;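 active = nuclear translocation activity above 50% at 5 µM, with a well cell count of 50 or more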;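 note: per-cell ratio of nuclear to cytoplasmic median beta-catenin stain intensity; plate controls were DMSO negative control for no effect and GSK-3 inhibitor IX positive control for full effect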
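test system = HeLa cells, endogenous beta-catenin | dosing = single 5 µM dose plus 0.02–20 µM confirmation series | times = compound treatment 24 h, 37°C, 5% CO2 | technique = beta-catenin immunofluorescence imaging with DAPI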
Ins promoter up: MIN6 insulin promoter up-regulation; MIN6 insulin promoter-GFP reporter, high-content imaging; active compounds read high; z-score at 5 µM; actives 0.3% (n = 190,000); AID 1625;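 active = z-score above 3 at 5 µM with at least 500 cells counted in the well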
Dynein cargo inh: dynein cargo transport inhibition. 3617.4 mouse cells, GR-EGFP nuclear translocation imaging; test concentration mostly 20 µM; stimulated with dexamethasone, 1 µM; active compounds read low. z-score, hits read low. actives 0.47% (n = 220,000). AID 1381;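 active = plate z-score of nuclear minus cytoplasmic receptor signal below a set negative limit, without overly bright fluorescence or cell loss, cut at about -3.5 in these data, passing the limit was not always enough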;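 note: z-score of nuclear minus cytoplasmic ring GR-EGFP intensity difference per well; some compounds called inactive have numbers as strong as hits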
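Also added – dexamethasone, 1.0 µM final · Buffer or medium – tet-free, stripped-serum medium · Schedule – induction 48 h, compound 1 h, agonist 30 min · Detection – formaldehyde fixation, Hoechst nuclear stain, 10x automated fluorescence imaging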
Dynein cargo inh cytoplasmic EGFP: further read-out of Dynein cargo inh, marked with its call; z-score; measured here: cytoplasmic GR-EGFP intensity; active compounds read high
Dynein cargo inh nuclear GR-EGFP: recorded beside Dynein cargo inh, whose call it bears; z-score; measured here: nuclear GR-EGFP intensity;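 lower value marks the stronger effect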
Dynein cargo inh cell count: recorded beside Dynein cargo inh, whose call it bears; z-score; measured here: cell count per field
Ins promoter up cell count: recorded beside Ins promoter up, whose call it bears; cell count; measured here: cytotoxicity, nuclei count;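 total cells summed across four imaged fields per well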
b-catenin transl cell count 5 µM: also measured in b-catenin transl; calls as there; cell count; measured here: cell count, cytotoxicity flag
MT stabilizer Hoechst-high %: recorded beside MT stabilizer, whose call it bears; % Hoechst-high responders; measured here: nuclear condensation Hoechst responders;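 share of cells brighter than vehicle mean plus two SD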
MT stabilizer cytotoxicity %: further read-out of MT stabilizer, marked with its call; toxicity, %; measured here: cytotoxicity by cell density;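 0% = mean cell density of plate MIN control wells and 100% = no cells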
Autophagy mod cell loss 18 h: further read-out of Autophagy mod, marked with its call; toxicity, %; measured here: cell loss, nuclei count;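 cell loss after 18 h compound exposure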
The depositor's hits bear a star; i = inactive; x = no result given.

Values in the order: Yfh1-off respiration	NOD1 NF-kB reporter	M17LAP inhibition	MT stabilizer	MT stabilizer Hoechst-high %	MT stabilizer cytotoxicity %	Autophagy mod	Autophagy mod cell loss 18 h	NOD2 inhibition	b-catenin transl	b-catenin transl cell count 5 µM	Ins promoter up	Ins promoter up cell count	Dynein cargo inh	Dynein cargo inh cytoplasmic EGFP	Dynein cargo inh nuclear GR-EGFP	Dynein cargo inh cell count
#1 Cc1cc(S(=O)(=O)NCC(C)C)ccc1OCC(=O)NCc1ccco1
    i	-16.7%	-3.7%	3.0	1.2	3.7	i	23.5	8.1%	5.2	795	0.15	1599	-0.295	-0.227	0.0543	-0.214
#2 Cc1ccc(CC2CC(=O)N(c3ccncc3)C2=O)cc1 (stereo not given)
    i	-8.2%	-1.2%	3.5	2.4	8.0	i	-3.6	-2.1%	-6.9	974	0.19	1203	-0.696	-0.188	-0.0214	0.678
#3 Cc1[nH]c2ccccc2c1/C=N/Nc1cccc(C(=O)O)c1
    i	-7.7%	3.8%	x	x	x	x	x	-48.5%	2.1	1211	1.2	1077	0.513	0.113	0.383	-0.338
#4 CCCCN1C(=O)C2C(C(=O)Nc3cccc(OC)c3)C3C=CC2(O3)C1C(=O)NC1CCCCC1C (stereo not given)
    i	7.1%	4.2%	4.4	2.8	3.8	i	2.6	-1.9%	3.1	478	x	x	-0.17	-0.244	-0.332	0.658
#5 COCCCn1c(-c2ccccc2)nc2ccccc2c1=O
    i	-5.3%	-11.0%	2.7	1.6	3.3	i	-2.1	10.6%	-7.0	937	0.54	1309	-0.711	-0.2	-0.174	0.54
#6 CCC(=O)N(c1ccc(C(=O)O)cc1)c1nc(-c2ccc(OC)cc2)c(C)s1
    i	-21.4%	36.8%	4.0	2.2	11.3	i	8.3	11.9%	0.6	1080	-0.91	1178	0.77	-0.141	0.515	-0.199
#7 Cn1nc(-c2ccccc2)c(C(=O)Nc2ccc(Cl)cc2)c1Cl
    i	12.2%	-6.0%	2.2	1.6	4.0	i	-0.3	13.5%	x	x	x	x	0.396	-0.227	-0.374	-0.195
#8 CCCCC(C(=O)O)C(C)CC(=O)Nc1nccs1 (stereo not given)
    i	1.3%	6.4%	x	x	x	x	x	3.1%	-0.4	1347	-0.13	1100	0.666	-0.124	0.202	-2.29
#9 O=C(Cc1ccccc1)NNC(=S)Nc1ccc(Cl)cc1
    i	-38.1%	4.3%	5.3	2.0	1.8	i	12.7	-11.1%	x	x	0.01	1243	0.788	-0.246	0.297	-1.2
#10 CCOC(=O)c1c(C)nc(-c2ccccc2)nc1NC(=O)C(C)C
    i	-24.2%	-4.0%	2.6	1.3	35.9	i	1.9	-13.5%	-3.6	1258	-1.31	1241	0.184	-0.285	0.399	1.52
#11 Cc1ccc([N+](=O)[O-])cc1NC1CC(O)C(CO)O1 (stereo not given)
    i	-25.4%	1.4%	1.4	2.0	0.5	i	10.2	2.0%	2.7	1087	0.79	1512	-0.627	-0.305	-0.685	0.89
#12 CC(C)n1cc(/C=C2/NC(=O)NC2=O)c2ccccc21
    i	13.7%	8.3%	2.7	2.7	3.4	i	8.5	-51.1%	-2.0	1051	-0.18	1218	-0.553	-0.128	-0.429	-0.0476
#13 COc1ccc(CCN(C)CC(=O)Nc2cc(C)nc3ccccc23)cc1OC
    i	1.7%	-2.1%	x	x	x	x	x	8.7%	1.0	1286	-0.64	1066	-0.00291	-0.81	-0.328	-0.0825
#14 CCN(c1cccc(C)c1)S(=O)(=O)c1cnc[nH]1
    i	1.7%	-5.2%	2.1	1.9	6.2	i	-7.5	9.9%	-0.7	1167	0.09	808	-0.806	-0.223	-0.403	0.375
#15 Cc1cc(O)c(NC(=O)c2ccc(Br)o2)cc1C
    i	-59.8%	-1.2%	2.1	1.5	6.2	i	8.9	-33.9%	-0.3	949	-0.55	1561	-0.921	-0.231	-0.384	0.0254
#16 O=C(Nc1ccc(Nc2ccccc2)cc1)N1CCOCC1
    i	x	16.7%	1.4	1.9	8.0	i	0.7	15.4%	x	x	x	x	-0.259	-0.172	0.117	0.443
#17 O=C(Nc1ncc(Cc2ccccc2)s1)C1=NCCN1
    i	-23.1%	-1.1%	2.4	1.5	4.1	i	12.7	-12.1%	-2.1	1084	0.42	1645	-0.122	-0.292	-0.062	0.414
#18 O=c1cc(CN2CCOCC2)c2c(ccc3ccccc32)o1
    i	1.7%	-1.0%	4.7	2.5	7.2	i	22.5	11.8%	-0.6	882	-0.37	1123	-0.145	-0.22	0.395	-1.2
#19 COc1ccc(S(=O)(=O)Nc2ccc(S(=O)(=O)N3CCCC3)cc2)cc1
    i	-12.8%	18.2%	0.6	1.3	7.5	i	-3.7	-6.3%	x	x	x	x	-1.04	-0.186	-0.66	0.433
#20 Cn1cccc1C(C#N)c1ccccc1C#N (stereo not given)
    i	-15.9%	12.5%	2.2	2.0	5.5	i	-0.5	6.4%	-0.9	1130	-0.21	1291	0.14	-0.167	0.452	-0.848
#21 Oc1ccc(N=C/C=C/c2ccc(Br)cc2)cc1-c1nc2ccccc2s1
    i	21.3%	9.9%	7.9	1.5	3.8	i	-6.9	-36.9%	-5.5	1182	-0.55	1348	-0.34	-0.222	-0.241	0.998
#22 CCOc1cc(Br)c(/C=C2/C(=O)N(C)C(=S)N2CC(=O)OC)cc1OC
    i	-32.3%	2.5%	1.8	5.4	11.9	i	3.8	-7.9%	1.3	1524	0.5	1028	1.05	-0.00916	0.796	-2.23
#23 CCC1(C)NC(=O)N(/N=C/c2cc(OC)c(O)c(OC)c2)C1=O (stereo not given)
    i	-19.0%	14.4%	1.1	1.7	6.2	i	9.7	0.4%	x	x	0.33	1278	-0.966	-0.296	-0.442	0.313
#24 COCCn1c(C)cc(C(=O)CSc2cc(C)c3ccccc3n2)c1C
    i	-11.2%	0.3%	3.9	2.7	1.3	i	10.5	14.0%	-1.1	1112	-0.89	1394	3.11	0.284	1.4	-1.55
#25 O=c1/c(=C/c2ccco2)sc2n1CN(c1cccc(Br)c1)CN=2
    x	-22.2%	17.9%	2.0	1.3	6.1	i	-5.6	-19.6%	6.2	925	x	x	0.53	0.0321	0.553	-0.0991
#26 Cc1n[nH]c(=S)n1-c1cccc(Cl)c1
    i	-6.1%	8.8%	2.1	1.7	5.9	i	10.8	5.8%	x	x	0.53	1315	0.335	-0.147	0.37	-0.514
#27 O=C(COC(=O)c1cc2c(s1)CCCC2)NCc1ccccc1Cl
    i	-11.1%	8.0%	6.3	3.0	7.9	i	-2.6	2.9%	0.2	1112	0.41	1540	0.729	-0.31	0.191	0.241
#28 Cc1ccc(-c2n[nH]c(=S)n2C)cc1Cl
    i	-4.5%	3.8%	3.1	2.6	5.4	i	10.3	21.0%	5.6	1012	1.75	1422	0.442	-0.313	0.513	0.634
#29 CCOC(=O)C1CCCN(C(=O)C2CCC(CNS(=O)(=O)c3ccc(NC(C)=O)cc3)CC2)C1 (stereo not given)
    i	9.3%	4.1%	7.5	1.7	8.2	i	0.9	20.6%	x	x	x	x	-1.3	-0.131	-0.289	0.681
#30 Cc1ccc(-n2c(N)c(C(N)=O)sc2=S)cc1
    i	-12.1%	10.6%	1.4	1.1	10.9	i	2.9	6.8%	x	x	0.08	828	-0.0684	-0.0546	-0.0821	0.1

(list continues)
Values in the order: Yfh1-off respiration	NOD1 NF-kB reporter	M17LAP inhibition	MT stabilizer	MT stabilizer Hoechst-high %	MT stabilizer cytotoxicity %	Autophagy mod	Autophagy mod cell loss 18 h	NOD2 inhibition	b-catenin transl	b-catenin transl cell count 5 µM	Ins promoter up	Ins promoter up cell count	Dynein cargo inh	Dynein cargo inh cytoplasmic EGFP	Dynein cargo inh nuclear GR-EGFP	Dynein cargo inh cell count
#31 CC1=CC(C)(C)n2c(O)c(N=N)c3c(C)c(C)cc1c32
    i	-8.5%	14.8%	x	x	x	x	x	-17.7%	0.3	1308	-0.43	1094	-0.17	-0.184	0.287	0.201
#32 COc1ccc(-n2nnnc2SCC(=O)N2CCCC2)cc1OC
    i	-20.9%	0.2%	2.7	1.6	7.7	i	13.6	16.4%	-1.8	917	0	1585	0.147	-0.21	0.428	-0.0247
#33 CCc1ccc(-c2nc(CN3CCCC(C(=O)NCCc4ccc(OC)c(OC)c4)C3)c(C)o2)cc1 (stereo not given)
    i	33.8%	8.1%	7.3	1.0	1.1	i	12.3	16.0%	x	x	x	x	-0.443	-0.328	0.0928	0.569
#34 COc1ccc(C(=O)/C=C/Nc2c(C)n(C)n(-c3ccccc3)c2=O)c(OC)c1
    i	-39.3%	23.3%	3.2	3.3	3.7	i	15.8	-7.8%	-0.4	1025	0.37	1437	-0.468	-0.232	-0.227	1.28
#35 O=C(O)c1cc(-c2cccs2)[nH]n1
    i	-24.6%	13.3%	1.9	0.7	2.5	i	-4.7	10.5%	1.1	1396	0.33	1416	0.272	-0.348	-0.491	0.934
#36 COC(=O)c1ccc(C23CC4(C2)[C@H](CN(Cc2ccc(-c5ccccc5)cc2)[C@@H]4c2ccccc2)C3c2ccc(Cl)nc2)cc1 (stereo not given in full)
    i	-11.8%	-5.5%	x	x	x	x	x	-8.3%	-1.1	1430	-0.77	907	-0.338	-0.72	-0.206	-0.116
#37 O=C(NCc1nc2ccccc2[nH]1)C1=C[C@@H](C2CCCCC2)C[C@@H](OCCCCO)O1
    i	-4.3%	-9.1%	x	x	x	x	x	8.8%	-1.1	1229	-0.41	989	0.864	-0.722	0.415	-0.423

The list is partial; rates above refer to the full screens.
